Bioassay records as filed in PubChem BioAssay.
HP1b chromo inh: HTS for Inhibitors of HP1-beta Chromodomain Interactions with Methylated Histone Tails; AID 540317, 2011; Potency, µM (series often up to 114 µM), inactives show at the top dose activity change, negative = inhibition, actives largely listed as inhibitors; Chromobox protein homolog 1 (Homo sapiens), P83916; 390,000 compounds, 0.56% hits; AlphaScreen HP1-beta / biotin-H3K9me3 peptide binding; also: potency is read from the fitted curve at half-maximal effect; nearly all actives have a fitted effect of over 70% in size; inactives centre near 23
Target sequence (P83916 whole entry, looked up): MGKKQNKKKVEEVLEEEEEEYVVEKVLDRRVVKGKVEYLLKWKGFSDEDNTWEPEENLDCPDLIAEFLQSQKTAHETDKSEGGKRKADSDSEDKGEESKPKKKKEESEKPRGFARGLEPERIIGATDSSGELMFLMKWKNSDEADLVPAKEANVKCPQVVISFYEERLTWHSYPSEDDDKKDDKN
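Compound inhibition of the preformed complex between 50 nM HP1-beta and 50 nM biotinylated H3K9me3 peptide was read by AlphaScreen. Buffer was PBS pH 7.4 with 0.01% Tween-20. Incubations ran 30 min at room temperature, with 10 ug/mL donor/acceptor beads.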
Tb PGK inh: qHTS Assay to Find Inhibitors of Phosphoglycerate Kinase; PGK/GAPDH coupled, Kinase-Glo luminescence, 60 min; Potency, µM (top dose mostly 57.5 µM), inactives show at the highest dose activity change, negative = inhibition, actives largely listed as inhibitors; 380,000 compounds, 0.043% hits; also: potency is read from the fitted curve at half-maximal effect; % is scaled to controls: 0 for no effect and ±100 for the full control effect; nearly all actives have a fitted effect of over 60% in size
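Luminescent ATP detection (Kinase-Glo Plus) follows a 60-minute room-temperature incubation, with wells lacking PGK as controls. Buffer: 100 mM TEA (pH 7.6), 5 mM MgCl2, 0.01% Tween-20. Coupling enzyme GAPDH (100 nM final) supplies unstable 1,3-BPG in-well.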
TrxR1 inh: qHTS Assay for Inhibitors of Mammalian Selenoprotein Thioredoxin Reductase 1 (TrxR1): qHTS. Thioredoxin reductase 1, cytoplasmic (Rattus norvegicus), O89049. recombinant rTrxR1, NADPH fluorescence consumption, selenite substrate. Potency, µM (series often up to 114 µM), for the others: top-dose activity change, negative = inhibition, actives largely listed as inhibitors. 390,000 compounds, 1% hits. AID 588453, 2011; also: potency is read from the fitted curve at half-maximal effect; % is scaled to controls: 0 for no effect and ±100 for the full control effect; nearly all actives have a fitted effect of over 65% in size
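Rat TrxR1 (90 nM in the dispensed reagent) was pre-reduced with 400 uM NADPH for 5 min at room temperature, then incubated with compound for 15 min. After 400 uM selenite was added, NADPH fluorescence (Ex 340/Em 450 nm) was followed for 8 min.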
TrxR1 substrate: qHTS Assay for Substrates of Mammalian Selenoprotein Thioredoxin Reductase 1 (TrxR1): qHTS; purified TrxR1 substrate turnover, NADPH consumption readout; Potency, µM (doses to about 114 µM), for the others: at the top dose activity change, negative = substrate turnover; 390,000 compounds, 0.01% hits; also: potency is read from the fitted curve at half-maximal effect; % is scaled to controls: 0 for no effect and ±100 for the full control effect; nearly all actives have a fitted effect of over 50% in size
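Rat TrxR1, dispensed at 90 nM, was prereduced with 400 uM NADPH (final) for 5 min at ~22 deg C, then incubated with compound 15 min before 400 uM selenite. A first-read NADPH fluorescence drop versus no-compound background flagged substrates.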
GLS inhibitor: qHTS for Inhibitors of Glutaminase (GLS). Glutaminase kidney isoform, mitochondrial (Homo sapiens), O94925. GLS enzymatic activity, qHTS titration. Potency, µM (titrated, usually from 45.5 µM), for inactives: at the highest dose activity change, negative = inhibition, hits mostly inhibitors. 410,000 compounds, 0.21% hits. AID 624170, 2012; also: potency is read from the fitted curve at half-maximal effect; % is scaled to controls: 0 for no effect and ±100 for the full control effect
Target sequence (O94925 whole entry, looked up, canonical isoform): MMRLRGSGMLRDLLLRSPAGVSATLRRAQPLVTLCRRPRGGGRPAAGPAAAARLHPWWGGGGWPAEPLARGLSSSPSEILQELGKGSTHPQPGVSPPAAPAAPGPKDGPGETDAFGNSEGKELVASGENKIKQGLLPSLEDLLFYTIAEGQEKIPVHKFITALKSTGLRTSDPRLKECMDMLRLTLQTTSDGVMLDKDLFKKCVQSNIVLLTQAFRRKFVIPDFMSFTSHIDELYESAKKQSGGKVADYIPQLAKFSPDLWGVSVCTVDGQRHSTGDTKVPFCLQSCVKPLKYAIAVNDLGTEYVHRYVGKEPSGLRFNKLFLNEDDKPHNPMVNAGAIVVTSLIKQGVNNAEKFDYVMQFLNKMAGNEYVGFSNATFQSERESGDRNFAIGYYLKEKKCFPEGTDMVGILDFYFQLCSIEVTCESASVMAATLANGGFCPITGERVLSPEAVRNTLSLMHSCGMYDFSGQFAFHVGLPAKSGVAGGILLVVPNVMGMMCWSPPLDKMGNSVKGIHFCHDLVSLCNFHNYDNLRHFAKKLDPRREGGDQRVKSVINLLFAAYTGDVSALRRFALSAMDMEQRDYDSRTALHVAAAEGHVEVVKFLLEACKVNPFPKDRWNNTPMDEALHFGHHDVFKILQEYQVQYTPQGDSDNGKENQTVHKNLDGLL
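Glutamate formation by hKGA was monitored fluorometrically using coupled glutamate oxidase, HRP and Amplex Red. Substrate was added as 1 mM L-glutamine solution; incubation was 30 min at RT after an initial read.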
IDH1 R132H inh: qHTS for Inhibitors of mutant isocitrate dehydrogenase 1 (IDH1): qHTS; 390,000 compounds, 0.093% hits; AID 602179, 2012; Isocitrate dehydrogenase [NADP] cytoplasmic (Homo sapiens), O75874; IDH1-R132H enzyme, NADPH consumption, diaphorase/resazurin fluorescence; Potency, µM (series often up to 76.6 µM), without a hit: top-dose activity change, negative = inhibition, hits mostly inhibitors; also: potency is read from the fitted curve at half-maximal effect; % is scaled to controls: 0 for no effect and ±100 for the full control effect; nearly all actives have a fitted effect of over 65% in size
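IDH1-R132H (0.5 ug/mL dispensed) in pH 7.5 Tris buffer was preincubated 30 min with compound, then given a substrate mix of 0.016 mM NADPH and 2 mM alpha-KG for 80 min at room temperature; remaining NADPH was read by diaphorase/resazurin fluorescence.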
Pin1 inh: qHTS Assay to Find Inhibitors of Pin1 | Peptidyl-prolyl cis-trans isomerase NIMA-interacting 1 (Homo sapiens), Q13526 | Pin1 FP peptide displacement, HiFluor488, 10 min | Potency, µM (doses to about 115 µM), for inactives: at the top dose activity, negative = inhibition, actives largely listed as inhibitors | 390,000 compounds, 0.009% hits | AID 504891, 2011; active = well fitted inhibition curve with a large enough effect in the polarisation, with a control signal flat, not every such curve was filed as active; inconclusive = small, poorly fitted or top-dose-only effect, or effect the other way, or a change in a side signal; inactive = no such curve, though single readings can be large or run the other way; the % refers to the polarisation; also: potency is read from the fitted curve at half-maximal effect; % is scaled to controls: 0 for no effect and ±100 for the full control effect
Target sequence (Q13526 whole entry, looked up): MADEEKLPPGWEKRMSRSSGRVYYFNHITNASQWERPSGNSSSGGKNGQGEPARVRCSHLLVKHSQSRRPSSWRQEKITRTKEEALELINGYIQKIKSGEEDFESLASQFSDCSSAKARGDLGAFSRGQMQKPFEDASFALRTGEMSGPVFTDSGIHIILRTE
USP1-UAF1 inh: Inhibitors of USP1/UAF1: Primary Screen. recombinant USP1/UAF1, Ub-Rhodamine cleavage fluorescence. Potency, µM (highest dose often 57.1 µM), inactives show top-dose activity change, negative = inhibition, hits mostly inhibitors. 390,000 compounds, 0.23% hits; also: potency is read from the fitted curve at half-maximal effect; % is scaled to controls: 0 for no effect and ±100 for the full control effect; nearly all actives have a fitted effect of over 60% in size; inactives centre near -12
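1 nM enzyme complex + cpd, 15 min RT; start with Ub-Rho 150nM final; kinetic fluorescence ex 480/em 540, 6 reads q60 s. Buffer 50mM HEPES pH 7.8, 0.5mM EDTA, 0.1 mg/ml BSA, 1mM TCEP, 0.01% Tween-20.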
PI4K2A inh: qHTS for small molecular inhibitors of PI4K2A; Phosphatidylinositol 4-kinase type 2-alpha (Homo sapiens), Q9BTU6; AID 1346378, 2018; 420,000 compounds, 0.13% hits; activity change, negative = inhibition, % at 76.9 µM; purified PI4K2A, ADP-Glo luminescence, 1 h; stronger effect = lower value; in the data active = activity change below about -50%; inconclusive = mostly about -30% to -49%;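 also: -100% = wells without enzyme as full effect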
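PI4K2A activity was measured by ADP-Glo luminescence: enzyme (4 ug/mL stock) and phosphatidylinositol (1.2 mM stock) in Tris pH 7.5/MgCl2/EGTA/Triton X-100 buffer were reacted with ATP (300 microM stock) for one hour at ambient temperature.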
Starred values were filed as active, the others as inactive; i = inactive; u = inconclusive; [ ] = dose if it differs, or a comment. Unless noted, calls follow the shape of the dose curve; as a rule, active = well fitted curve in the direction sought with a large enough effect; inconclusive = small, poorly fitted or top-dose-only effect, or another doubt; inactive = no such curve, though single readings can be large; an effect the other way counts as inactive or inconclusive. The list is partial; rates above refer to the full screens.

#	Molecule	HP1b chromo inh	Tb PGK inh	TrxR1 inh	TrxR1 substrate	GLS inhibitor	IDH1 R132H inh	Pin1 inh	USP1-UAF1 inh	PI4K2A inh
1	Cc1nc(SCC(=O)c2cc3ccccc3oc2=O)c(C#N)c(-c2cccs2)c1C(=O)Nc1ccccc1	40%[activator]	-1%	-28%	-4%	-3%	0%	u	-16%	-2
2	O=C(c1ccco1)N1CCN(Cc2cc(=O)c(OCc3ccccc3Cl)co2)CC1	17%	-6%	-3%[57.1 µM]	-2%[57.1 µM]	-2%	0%	0%	-11%	-1
3	Cc1[nH]c2ccc(C(=O)NCC(C)(C)N3CCOCC3)cc2c1C	-2%	-1%	23%[57.1 µM]	9%	14%	6%	1%	-15%	-10
4	O=C(NCC(c1ccco1)N1CCc2ccccc2C1)c1ccccc1 (centres undefined)	26%	3%	2%	-1%	9%	4%	-9%	-21%	1
5	O=C(CCC1N=C2c3ccccc3N=C(SCc3ccc(Cl)cc3)N2C1=O)N1CCN(c2ccccc2)CC1 (centres undefined)	13%	-10%	16%	3%	1%	-1%	-5%	-13%	-2
6	O=C(CN1C(=O)COc2ccc(Cl)cc21)Nc1cccc(C(=O)O)c1	17%	-4%	28%	8%	-10%	0%	-2%	u	0
7	O=C(CSc1ccccc1)N1CCc2ccccc21	55%[activator]	-13%	9%[57.1 µM]	5%[57.1 µM]	5%	7%	0%	-24%	4
8	CN(CCc1ccccc1)C(=O)c1cccc(NC(=O)Cc2ccc([N+](=O)[O-])cc2)c1	17%	-6%	9%	0%	2%	14%	3%	-31%	-1
9	COC(=O)c1c(C)oc(C)c1S(=O)(=O)N(Cc1ccccc1)C(C)C	23%	9%	u	10%[57.1 µM]	4%	2%	4%	3%	0
10	CC(C)c1nnc(NC(=O)CCC2CCCCC2)s1	27%	-8%	12%	2%	3%	2%	-2%	-14%	3
11	COc1cccc(/C=N/NC(=O)c2cccs2)c1	12%	6%	0%	-1%	-5%	2%	8%	-1%	1
12	C/C(=N\NC(=O)c1ccccc1O)c1ccc(NC(=O)c2ccccc2)cc1	33%	7%	-10%	-8%	19%	-13%	-4%	-13%	-1
13	COc1ccc(NC(=O)Nc2ccncc2)c(OC)c1	30%	-7%	21%	10%	7%	-4%	-6%	-15%	-2
14	COc1ccc(Cn2nnnc2CN2CCC(O)(c3ccccc3F)CC2)cc1	32%[activator]	i	20%[57.1 µM]	9%[57.1 µM]	4%	2%	-2%	-20%	u
15	Fc1cnc(N2CCOCC2)nc1N1CCc2ccccc21	55%[activator]	0%	-16%	-13%	-8%	8%	1%	-18%	-3
16	COC(=O)c1cccc2c1NC(=O)C2=O	39%	3%	-13%	-15%	5%	0%	0%	u	-10
17	Cc1cc(C)cc(NS(=O)(=O)c2ccc3oc(=O)ccc3c2)c1	19%	-8%	-5%	-8%	0%	1%	-9%	-3%	4
18	Cc1ccc(NC(=O)CN2CCCN(Cc3cc(C)ccc3C)S2(=O)=O)c(Cl)c1	32%	0%	9%	-8%	5%	-11%	6%	u	2
19	CCOC(=O)c1sc(NC(C)=O)cc1C	50%[activator]	i	11%	-3%	3%	12%	-4%	-3%	-2
20	COc1cc2c(cc1OC)CN(CCC(=O)c1ccc(Br)cc1)CC2	-13%	6%	0.28µM*	-3%[57.1 µM]	u	-2%	-14%	1%	52

The results go on.
#	Molecule	HP1b chromo inh	Tb PGK inh	TrxR1 inh	TrxR1 substrate	GLS inhibitor	IDH1 R132H inh	Pin1 inh	USP1-UAF1 inh	PI4K2A inh
21	CCOc1ccc2oc(C(=O)OC(C(=O)NC(N)=O)C(C)C)c(C)c2c1 (centres undefined)	-2%	-2%	18%	31%	-2%	2%	22%	0%	3
22	Cc1ccc(C)c(NC(=O)CN2C(=O)c3ccccc3C2=O)c1	13%	-15%	12%[57.1 µM]	2%	3%	-6%	0%	2%	1
23	COC(=O)C1CCN(C(c2ccccc2Cl)c2sc3nc(-c4ccco4)nn3c2O)CC1 (centres undefined)	4%	-9%	19%[57.1 µM]	10%[57.1 µM]	-23%	-11%	-5%	3%	13
24	Cn1cc(CNCc2ccc(OC(F)(F)F)cc2)c(-c2ccc3c(c2)OCCO3)n1	12%	i	11%	3%	0%	0%	0%	-25%	-4
25	O=C(c1ccc(CN2CCc3ccccc3C2)cc1)N1CCc2ccccc2C1	14%	-7%	9%[57.1 µM]	2%[57.1 µM]	-2%	3%	0%	-7%	3
26	CC1(C)Cc2cccc(OCC(=O)OCc3nnc(-c4ccc([N+](=O)[O-])cc4)o3)c2O1	-5%	-1%	5%	-3%	-4%	2%	2%	-18%	11
27	Oc1ccc(-c2[nH]nc(-c3ccccc3)c2-c2nc3ccccc3[nH]2)cc1	21%	10%	12%	6%	22%	0%	1%	-14%	-1
28	CN(Cc1ccccc1)C(=O)CCc1ccccc1	28%	-8%	4%	4%	4%	3%	-1%	-7%	-5
29	O=C(COc1ccc(Cl)cc1)OCc1csc(Nc2ccccc2)n1	19%	-1%	5%[57.1 µM]	-11%	3%	-5%	44%[activator]	-15%	3
30	CC12CN3CCN(CC(C3)/C1=N/N=C/c1cccc([N+](=O)[O-])c1)C2	10%	11%	20%[11.4 µM]	13%[11.4 µM]	7%	3%	-10%	-24%	8
31	COc1ccc(N2CCN(C(=O)C3CCCN(S(=O)(=O)c4cccc5cccnc45)C3)CC2)cc1 (centres undefined)	15%	2%	18%	-1%	24%	5%	-5%	u	3
32	Cc1ccc(-c2nn3c(C)nnc3s2)cc1NC(=O)c1ccc(OC(C)C)cc1	35%[activator]	-2%	20%	-4%	3%	-2%	1%	-18%	-6
33	O=C(CCn1cnc2ccccc21)N/N=C/c1ccccc1O	6%	i	16%	11%	28%	9%	-10%	-25%	-6
34	CCCCN(C(=O)c1cccc2c(=O)c(C)c(-c3ccccc3)oc12)c1ccccc1	44%[activator]	-1%	19%	-6%	1%	u	u	-12%	2
35	O=C(COC(=O)C1(c2ccc(Cl)cc2)CCCC1)NCc1ccco1	28%	6%	16%[57.1 µM]	1%	-3%	0%	-6%	-17%	1
36	O=C(c1ccccn1)N1CC=C(c2ccccc2)CC1	1%	i	7%[57.1 µM]	3%[57.1 µM]	-1%	0%	-2%	-15%	-8
37	O=C(CSc1nc(O)cc(=O)n1-c1ccccc1)NC1CCCCC1	31%	1%	-5%[57.1 µM]	10%	6%	4%	50%[activator]	4%	-7
38	Cc1ccc(OCc2cc(=O)n3ccsc3n2)c(NC(=O)c2ccco2)c1	15%[57 µM]	9%	4%[57.1 µM]	-4%[57.1 µM]	6%	-9%	-7%	12%	-5
39	COc1ccc(OC)c(S(=O)(=O)N2CCC3(CC2)OCCN3S(=O)(=O)c2cccs2)c1	11%	4%	-26%	-15%	5%	2%	29%	-4%	-2
40	COc1ccc(C(=O)NNC(=O)c2ccccc2[N+](=O)[O-])cc1[N+](=O)[O-]	43%[activator]	-4%	-1%[57.1 µM]	5%[57.1 µM]	-14%	-1%	10%	1%	7

Continued:
#	Molecule	HP1b chromo inh	Tb PGK inh	TrxR1 inh	TrxR1 substrate	GLS inhibitor	IDH1 R132H inh	Pin1 inh	USP1-UAF1 inh	PI4K2A inh
41	CNC[C@H](CC1CCCCC1)NC[C@H](NCCC1CCCC1)[C@H](C)O	41%[activator]	0%	34%[57.1 µM]	9%[57.1 µM]	-8%	7%	-9%	-21%	6
42	O=C(CN1C(=O)/C(=C/c2ccccc2)SC1=S)NC1C=CS(=O)(=O)C1 (centres undefined)	46%[activator]	-4%	1%	-8%	-1%	-6%	1%	-18%	8
43	COC(=O)c1sccc1NC(=O)Nc1ccccc1Cl	37%	3%	8%	-6%	-7%	3%	-2%	-28%	-2
44	CCOC(=O)c1c(C)[nH]c(C(=O)OCC(=O)Nc2ccccc2)c1C	20%	4%	8%	-5%	3%	0%	16%	-9%	-2
45	CN1C(=O)c2ccc(NC(=S)NC(=O)C(C)(C)C)cc2C1=O	4%	5%	u	-4%	14%	12%	-3%	-18%	0
46	COc1ccccc1NC(=O)CN1C(=O)NC(CC(C)C)C1=O (centres undefined)	19%	3%	11%	2%	1%	-4%	-2%	-12%	4
47	COCCn1c(SCC(=O)Nc2cc(C(C)(C)C)nn2-c2ccccc2)nnc1-c1ccncc1	28%	7%	-13%	-12%	12%	1%	2%	-4%	2
48	O=C1NC(=O)/C(=C\c2ccccc2OCc2ccccc2)S1	31%	i	-1%[57.1 µM]	-3%[57.1 µM]	18%	10%	-2%	u	-4
